# DNMT1 inh = blocks human DNA methyltransferase DNMT1 | actives 0.83% (n = 360,000) | DNMT1 molecular beacon, Hinp1I cleavage, fluorescence | inhibition (reported as % activation of signal), % at 10 µM | P26358; in the data active = inhibition above about 50%
# NRP1-CendR mod = modulators of CendR peptide binding to human neuropilin-1; FAM-RPARPAR peptide binding to NRP-1, fluorescence polarization; inhibition, % at 25 µM; actives 0.85% (n = 360,000);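 active = inhibition or corrected inhibition above about 18%, plus a signal ratio from 0.5 to 1.5, limit read from the data, passing the limit was not always enough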; also: strong numbers were not always called active
# LMPTP block = LMPTP (human) inhibition | P24666 | recombinant LMPTP-A, OMFP fluorogenic substrate, fluorescence intensity | inhibition, % at 20 µM | actives 0.22% (n = 360,000) | AID 651560;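 active = compounds that cut the enzyme signal by at least half of the control window in the single-dose screen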;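 also: plate controls were DMSO wells with enzyme plus substrate for no effect and substrate without enzyme for full effect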
# Target sequence (P24666 whole entry, looked up): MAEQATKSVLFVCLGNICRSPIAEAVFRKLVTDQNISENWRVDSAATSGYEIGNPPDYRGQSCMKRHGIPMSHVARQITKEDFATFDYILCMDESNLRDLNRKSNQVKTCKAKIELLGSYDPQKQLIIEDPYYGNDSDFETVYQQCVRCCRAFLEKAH
#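 Buffer or medium: Bis-Tris pH 6.0, DTT, detergent; Assay system: LMPTP-A enzyme; Quantity: 0.625 nM enzyme; Detection: endpoint fluorescence intensity; Times: 50 min dark incubation at room temperature; Controls: substrate-only low control, DMSO enzyme-plus-substrate high control; Doses: single 20 µM dose; Read-out: percent inhibition versus substrate-only and uninhibited controls; Reagent: 400 µM OMFP.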
# bovine MsrA act = activators of bovine methionine sulfoxide reductase A. AID 602163. actives 0.3% (n = 360,000). purified bovine MsrA, absorbance read-out. activation, % at 10.6 µM; in the data active = activation above about 7.5%;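 also: 0% = vehicle and 100% = reference activator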
# SUMO1 PPI mod = SUMO1-SIM interaction modulation; P63165; SUMO1 binding to a labelled peptide, TR-FRET, 1 h; inhibition, % at 20 µM; actives 0.33% (n = 360,000); AID 602429; in the data active = inhibition above about 37%
# Target sequence (P63165 whole entry, looked up): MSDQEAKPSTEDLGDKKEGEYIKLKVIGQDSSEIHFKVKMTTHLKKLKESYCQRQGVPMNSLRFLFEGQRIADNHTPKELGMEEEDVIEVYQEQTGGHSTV
# Scp-1 inhibitor = blocks human Scp-1 phosphatase activity; Q9GZU7; Recombinant Scp1, phosphopeptide, malachite green phosphate absorbance; inhibition, % at 20 µM; actives 0.88% (n = 340,000); AID 493091;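 active = inhibition above about 50% at 20 µM, limit read from the data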;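 also: plate controls were DMSO wells with enzyme for no effect and wells lacking enzyme for full effect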
# Target sequence (Q9GZU7 76-261 limits assumed): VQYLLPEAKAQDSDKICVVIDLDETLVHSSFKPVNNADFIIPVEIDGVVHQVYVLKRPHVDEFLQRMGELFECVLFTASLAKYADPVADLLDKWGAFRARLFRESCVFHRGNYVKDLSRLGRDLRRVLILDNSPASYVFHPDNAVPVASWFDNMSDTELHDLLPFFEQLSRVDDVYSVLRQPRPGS
#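 Test system: SCP-1 catalytic domain; Buffer or medium: Acidic Tris acetate buffer with magnesium and detergent; Also added: Phosphorylated 17-residue peptide substrate; Compound: single 20 µM dose, 1% DMSO; Schedule: enzyme reaction 45 min at room temperature, colour 5 min, stabilisation 30 min; Signal: Phosphate-binding colour reagent, absorbance read at 630 nm.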
# eLon inh = inhibits E. coli Lon protease. purified E. coli Lon protease, fluorescence polarization. inhibition, % at 7.94 µM. actives 0.42% (n = 360,000). AID 602123; in the data active = inhibition above about 13%, passing the limit was not always enough;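 also: 0% = enzyme with probe and DMSO and 100% = no enzyme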
# MsrA inhibitor = inhibitors of bovine MsrA; purified bovine MsrA, absorbance read-out; inhibition, % at 15.5 µM; actives 0.75% (n = 360,000); in the data active = inhibition above about 4.5%;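 also: 0% = vehicle wells with enzyme and 100% = reference inhibitor wells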
# TbMetRS inhib = blocks T. brucei methionyl-tRNA synthetase activity; purified T. brucei MetRS, ATP depletion, Kinase-Glo luminescence; inhibition, % at 11.9 µM; actives 0.4% (n = 360,000);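 active = inhibition above a per-plate cutoff of the control wells' mean inhibition plus 3 SD, cut at about 5.5% in these data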;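 also: 0% = DMSO wells median and 100% = median of wells with control inhibitor compound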
#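 Measured by: Kinase-Glo luciferase luminescence reporting remaining unconsumed ATP. Material: purified T. brucei MetRS enzyme. Doses: 11.9 µM compound single dose, 0.9% DMSO. Medium: HEPES buffer containing pyrophosphatase, BSA, spermine, DTT. Times: 15 min preincubation, 2 h reaction, all 25 °C. Reagent: methionine, ATP and bulk E. coli tRNA.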
# STEP inh = inhibitors of human striatal-enriched phosphatase STEP; P54829; recombinant STEP, OMFP fluorogenic substrate, fluorescence; inhibition, % at 20 µM; actives 0.25% (n = 360,000);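 active = inhibition at 20 µM, scaled per plate between control wells, above about 37%, limit read from the data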;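 also: 0% = DMSO with enzyme and substrate and 100% = substrate only without enzyme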
# Target sequence (P54829 whole entry, looked up): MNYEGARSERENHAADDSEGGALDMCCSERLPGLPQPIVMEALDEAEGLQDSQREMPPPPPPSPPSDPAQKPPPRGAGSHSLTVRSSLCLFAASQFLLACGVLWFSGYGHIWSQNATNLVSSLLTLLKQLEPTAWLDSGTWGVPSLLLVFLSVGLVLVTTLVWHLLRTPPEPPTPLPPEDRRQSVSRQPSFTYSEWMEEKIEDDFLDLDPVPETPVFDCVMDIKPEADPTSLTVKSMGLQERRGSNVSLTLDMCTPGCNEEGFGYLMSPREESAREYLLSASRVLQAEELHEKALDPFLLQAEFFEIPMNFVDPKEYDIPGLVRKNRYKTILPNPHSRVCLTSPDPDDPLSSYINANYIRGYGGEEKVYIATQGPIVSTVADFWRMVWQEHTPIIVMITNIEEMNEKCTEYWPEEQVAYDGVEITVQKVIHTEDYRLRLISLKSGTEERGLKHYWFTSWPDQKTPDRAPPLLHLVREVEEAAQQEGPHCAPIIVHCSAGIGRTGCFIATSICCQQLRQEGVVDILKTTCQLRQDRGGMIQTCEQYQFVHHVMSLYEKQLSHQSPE
#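 material = STEP tyrosine phosphatase | reagent = fluorogenic phosphatase substrate OMFP at 25 µM final | doses = single compound dose of 20 µM, 1% DMSO final | schedule = 20 min reaction, room temperature, in the dark | measured by = fluorescence, 480/540 nm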
# Starred values were filed as active, the others as inactive; · = no result given. Rows are unselected; 4.3% or so of the library scored in one or more.
SMILES,DNMT1 inh,NRP1-CendR mod,LMPTP block,bovine MsrA act,SUMO1 PPI mod,Scp-1 inhibitor,eLon inh,MsrA inhibitor,TbMetRS inhib,STEP inh
CCOC(=O)C1CCCN(C(=O)c2ccc3c(c2)OCO3)C1 (stereo not drawn),2,-4,-0.8,-9,5,-2,0,0.4,-0.4,4
CC1CC(C)CN(CCOc2ccccc2-c2ccccc2)C1 (stereo not drawn),0,-3,-1.1,-2,-1,-3,2,0.2,0.0,-1
Cc1cc(C)n(C(=O)CNC(=O)C(c2ccccc2)c2ccccc2)n1,3,2,-0.3,-4,2,-5,-9,0.6,-0.9,-3
CC(/C=N/N1CCN(Cc2ccccc2)CC1)=C\c1ccccc1,-1,8,-0.7,-2,-5,-6,3,0.5,-0.1,-1
O=C(O)C1CCCCC1C(=O)NCCc1cccc(Cl)c1 (stereo not drawn),-3,14,-1.8,-8,1,6,-7,0.7,-0.7,-2
O=C(COC(=O)c1ccc(Cl)nc1)NNC(=O)c1ccc(Br)cc1,0,-1,-1.1,-1,-2,0,-4,-0.9,-0.2,2
Cc1ccccc1OCC(=O)Nc1ccc2[nH]ncc2c1,-7,0,-0.7,-2,4,-5,-4,0.3,0.1,0
CC(NC(=O)c1ccccc1Cl)c1ccc(-n2ccnc2)cc1 (stereo not drawn),0,14,-7.4,-3,-1,-8,2,0.5,0.1,-5
O=C(NCCCN1CCCC1=O)c1ccc(CNS(=O)(=O)c2ccc(F)cc2)cc1,1,13,-1.2,5,-2,-13,-6,1.0,0.0,-4
COc1cc(OC)cc(C(=O)NCc2cc(C)nc3ccccc23)c1,-3,1,2.4,-1,-6,-1,-11,0.8,0.7,0
COC(=O)c1ccc2c(=O)n(NC(=O)C(c3ccccc3)c3ccccc3)c(=S)[nH]c2c1,0,13,0.5,-10,4,-7,3,0.6,-1.0,-6
CCOC(=O)N1CCC(c2cc(=O)n3[nH]c(-c4ccccc4)cc3n2)CC1,2,2,-0.9,-1,3,-7,-10,-0.7,0.0,0
O=C1CCN(C(=O)/C=C/c2ccccc2)c2ccccc21,-1,-6,-0.5,0,0,-7,2,0.8,0.6,-1
Cc1cc(C)nc(SCC(=O)Nc2ccc(N3CCOCC3)c(Cl)c2)n1,-2,8,-1.1,-7,0,2,-5,1.1,-0.1,6
N=C(CC1CC(=O)NC(=O)C1)C1=C(O)CCCC1=O,0,3,-0.1,-7,1,0,7,0.9,-0.9,-3
Cc1cc(C)n2ncnc2n1,0,1,0.1,-1,0,4,3,-0.2,-0.2,-1
Cc1cc(C)n(-c2ccc(C(=O)Nc3nc4ccccc4s3)cc2)n1,-9,13,-2.2,1,6,-2,-1,0.7,0.1,-1
CC1CN(C(=O)c2ccc(NS(=O)(=O)c3ccc(C(C)(C)C)cc3)cc2)CC(C)O1 (stereo not drawn),1,-7,2.4,-2,-4,-5,-12,-0.3,-0.3,1
C/C(=N\Nc1cccc([N+](=O)[O-])c1)c1cc(F)ccc1O,4,-5,2.6,-4,-8,0,3,0.0,0.0,0
COc1ccc(NC2CCCN(C(=O)c3cccc(C(F)(F)F)c3)C2)cc1OC (stereo not drawn),2,-3,-0.5,4,7,-11,-3,-1.4,0.1,-1
COC(=O)C1CC(=O)N(c2ccc(C)cc2)C1 (stereo not drawn),0,8,-1.1,-8,0,-3,-3,0.3,-0.1,2
Nn1c(SCC(=O)N2CCOCC2)nnc1-c1ccccc1Cl,2,-9,-2.2,-4,-1,0,-2,0.1,-0.5,17
CCc1ccc(NC(=O)[C@H](C)NC(=O)C2CCN(C(=O)[C@@H](N)Cc3ccccc3)CC2)cc1,-4,8,-1.5,-3,5,-1,-2,·,-1.5,0
Cc1ccc(Sc2ncccc2O)cc1,-6,10,-0.3,-1,0,-7,-10,1.5,0.2,2
Cc1cccc2cc(CN(Cc3ccco3)S(=O)(=O)c3ccc4c(c3)OCCO4)c(=O)[nH]c12,-7,-1,1.8,-5,-1,-11,-1,-0.7,-0.7,3
Cc1ccc2ncnc(NCCCN3CCOCC3)c2c1,0,-2,-1.0,0,-1,3,-3,0.1,0.2,-2
CCCOc1ccc(-c2nc(SCc3ccccc3)[nH]c(=O)c2C#N)cc1OC,0,-15,0.4,-7,11,-2,-1,0.4,0.0,2
Cc1ccc(C(=O)Nn2c(C)nc3ccccc3c2=O)cc1C,1,6,-2.1,-3,3,-10,-10,-0.3,-0.8,1
COc1ccc(-n2nc(C#N)c(Cl)cc2=O)cc1,12,-3,0.6,-9,-21,1,-17,3.7,-0.1,1
Cc1cc(C)cc(C(=O)NCc2ccc3c(c2)OCO3)c1,2,-9,-1.2,0,4,1,-2,0.2,-0.6,-1

# No new results follow: an excerpt of the list.
SMILES,DNMT1 inh,NRP1-CendR mod,LMPTP block,bovine MsrA act,SUMO1 PPI mod,Scp-1 inhibitor,eLon inh,MsrA inhibitor,TbMetRS inhib,STEP inh
Cc1ccc(C(=O)Nn2c(C)nc3ccccc3c2=O)cc1C,1,6,-2.1,-3,3,-10,-10,-0.3,-0.8,1
COc1ccc(-n2nc(C#N)c(Cl)cc2=O)cc1,12,-3,0.6,-9,-21,1,-17,3.7,-0.1,1
Cc1cc(C)cc(C(=O)NCc2ccc3c(c2)OCO3)c1,2,-9,-1.2,0,4,1,-2,0.2,-0.6,-1

# (listing goes on)
SMILES,DNMT1 inh,NRP1-CendR mod,LMPTP block,bovine MsrA act,SUMO1 PPI mod,Scp-1 inhibitor,eLon inh,MsrA inhibitor,TbMetRS inhib,STEP inh
Cc1ccc(NC(=O)c2cnccn2)c(C)c1,1,7,-1.1,1,-3,-6,-5,0.2,-0.5,-3
NNC(=O)/C(=N/Nc1ccccc1)S(=O)(=O)c1ccc(Cl)cc1,-6,-17,0.9,-1,-7,3,-2,1.3,-0.1,0
O=C(O)/C=C/C(=O)Nc1nc(-c2ccc3ccccc3c2)cs1,-8,-36,-1.1,-2,-7,-11,3,-0.5,0.2,2
COc1ccc(N2Cc3ccccc3C2=NC(=O)c2ccc(C)cc2)cc1OC,-3,-23,-0.3,-2,-6,-9,-2,0.6,-0.9,5
CN1C(=S)N2CCCN2C1c1ccccc1 (stereo not drawn),1,-5,-0.2,-2,-2,-4,6,0.4,0.2,-7
Cc1c(/C=N/NC(=O)c2cc(C(C)(C)C)[nH]n2)c2ccccc2n1C,-6,-4,-1.2,-3,1,-11,8,-0.6,-0.4,-3
O=C(Nc1cccc(-c2nc3ccccc3s2)c1)c1cc(-n2cnnc2)ccc1Cl,-17,-2,3.0,-3,-7,-5,5,·,-0.8,4
Cc1cccc(Nc2nc(C)cc(C)n2)c1,-3,-10,-0.5,-1,0,-2,-2,0.4,-0.7,-3
CNCC(=O)N(CC(C)C)c1c(N)n(CC(C)C)c(=O)[nH]c1=O,1,3,-0.6,-8,-2,-7,7,0.1,-1.1,-2
COC(=O)CSc1nc2ccccc2nc1SCC(=O)OC,-4,-16,0.0,-2,-8,-9,-6,1.4,-0.4,-1
Cc1cccc(OCC(=O)NCC(=O)N/N=C/c2cc(Br)ccc2OCc2ccccc2)c1,0,10,0.2,-4,-3,-10,-9,0.1,-0.4,-3
CCN1CCN(C(=O)C2c3cc(OC)c(OC)cc3C(=O)N3CCc4ccccc4C23)CC1 (stereo not drawn),-3,10,-1.4,0,-2,-6,0,-0.2,-0.4,-2
CCn1c(C)c(C(=O)O)c2cc(OC)c3ccccc3c21,1,-3,2.2,-2,-2,-16,-1,2.5,-0.2,2
COC(=O)c1cc(Br)c(=O)n(-c2ccccc2OC)c1,-3,8,-0.8,0,2,3,1,0.0,-0.1,-2
Cc1cc(-c2csc(N)n2)c(C)n1CCC(C)C,-8,-11,0.7,-3,-3,21,3,-0.2,-0.7,3
COCCNC(=O)Cn1cc(/C=C(\C#N)C(=O)NC2CC2)c2ccccc21,0,7,-0.1,-1,-28,-3,1,0.6,-0.4,5
CC(=O)Nc1cc(-c2ccc(N3CCN(C)CC3)cc2)cn2c(-c3ccc(S(C)(=O)=O)cc3)cnc12,-4,-16,0.4,-1,-31,·,-28,1.1,0.0,-2
COC(C(=O)Nc1ccc(S(=O)(=O)Nc2ccc(F)cc2)cc1)c1ccccc1 (stereo not drawn),-4,-3,0.9,-2,3,-1,-6,-0.7,-0.4,-1
COc1cccc(-c2nc(CS(=O)(=O)CC(=O)Nc3cccc(C(C)=O)c3)c(C)o2)c1,-5,-6,0.8,-1,7,7,3,1.6,-0.2,0
CC(=O)Nc1ccc(Nc2ccc([N+](=O)[O-])cn2)cc1,2,-2,-0.4,-4,-32,-5,9,0.4,0.2,2
CCCN1CCN(CCCNC(=O)c2cc3c(=O)n(C)c4ccccc4c3n2C)CC1,2,2,-1.8,2,7,-4,0,0.6,0.4,0
CCC1(C)Cc2ccccc2-c2nc3n(c(=O)c21)CCCCC3 (stereo not drawn),-5,-5,0.6,3,-2,0,-6,-0.7,-0.1,-1
O=C(Nc1ccn(CCCN2CCN(Cc3cccc4ccccc34)CC2)c(=O)n1)OCc1ccccc1,-5,0,0.3,3,2,·,0,-0.5,-1.1,-1
O=C(N/N=C/c1ccco1)c1cccc(N2CCCC2=O)c1,9,2,-1.2,-3,-5,12,-5,0.9,0.6,2
C=CCNC(=S)NS(=O)(=O)c1cccs1,3,2,0.1,0,0,-4,-5,-0.5,-0.6,-1
CN(CC1COc2ccccc2O1)C(=S)NC1CCCCC1 (stereo not drawn),1,13,1.2,-4,-3,-9,-3,1.5,-1.0,1
COc1ccc(-c2cc(C(F)F)nc(-n3nc(C)cc3C)n2)cc1,0,1,-1.5,-3,8,-10,8,15*,-0.2,-1
CCOC(=O)c1cnn2c(C(F)(F)F)cc(-c3ccccc3)nc12,-1,3,0.0,-3,-15,-4,-1,1.1,-0.7,4
O=C(COC(=O)c1ccc(S(=O)(=O)N2CCc3ccccc3C2)cc1)NC(=O)NCc1ccco1,4,-5,2.4,-2,5,5,1,2.5,0.1,1
CCCCOc1cccc(C(=O)N(Cc2ccco2)C2CCS(=O)(=O)C2)c1 (stereo not drawn),3,0,1.1,-4,3,2,-10,0.4,0.1,-1
O=C(NCc1cccc(CNC(=O)c2ccco2)c1)c1ccco1,0,4,-2.7,-5,-4,1,-3,-0.8,-1.2,-2
CCN(CC)S(=O)(=O)c1ccc(OC)c(-n2cnnn2)c1,2,-2,-0.1,-2,-3,3,3,2.4,0.1,5
Cc1nn(-c2cc(N3CCOCC3)ccc2[N+](=O)[O-])c(=O)c2ccccc12,-3,6,0.2,-2,-20,-11,5,0.8,-0.2,1

# High-throughput results (PubChem)
